APEX1 inh = blocks human APE1 abasic DNA cleavage. Potency, µM (series often up to 65.8 µM), for the others: at the highest dose activity change, negative = inhibition, usual class: inhibitors. recombinant APE1, TAMRA/BHQ-2 abasic DNA cleavage fluorescence. hit rate 0.35% among 350,000. P27695;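 note: potency is the fitted concentration of half-maximal effect; plate controls were vehicle for no effect and reference inhibitor for full effect; nearly all actives have a fitted effect of over 55% in size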
Target sequence (P27695 whole entry, looked up): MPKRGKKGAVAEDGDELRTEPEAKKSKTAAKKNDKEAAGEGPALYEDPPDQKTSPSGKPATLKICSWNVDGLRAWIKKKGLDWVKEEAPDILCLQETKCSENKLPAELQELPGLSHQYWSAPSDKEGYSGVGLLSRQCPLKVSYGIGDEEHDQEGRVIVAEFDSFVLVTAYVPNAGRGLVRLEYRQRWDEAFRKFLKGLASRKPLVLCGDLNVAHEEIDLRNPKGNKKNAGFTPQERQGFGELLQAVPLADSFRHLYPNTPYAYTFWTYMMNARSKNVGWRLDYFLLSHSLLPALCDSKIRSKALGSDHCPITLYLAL
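Activity was derived from the fluorescence gain between first and third kinetic reads (60 s intervals, ex 525/em 598 nm) after 50 nM THF-abasic TAMRA/BHQ-2 duplex was added to 0.75 nM APE1 preincubated 15 min with compound.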
Apoferritin bind = binds horse apoferritin like a general anesthetic; apoferritin/1-aminoanthracene competitive binding, fluorescence; Potency, µM (highest dose often 77.5 µM), without a hit: at the highest dose activity change, negative = displacement, hits mostly inhibitors; hit rate 0.074% among 350,000; AID 485281; note: potency is the fitted concentration of half-maximal effect; % is set by controls: 0 for no effect and ±100 for the full control effect; nearly all actives have a fitted effect of over 20% in size
Target sequence (P02791 2-175 limits assumed): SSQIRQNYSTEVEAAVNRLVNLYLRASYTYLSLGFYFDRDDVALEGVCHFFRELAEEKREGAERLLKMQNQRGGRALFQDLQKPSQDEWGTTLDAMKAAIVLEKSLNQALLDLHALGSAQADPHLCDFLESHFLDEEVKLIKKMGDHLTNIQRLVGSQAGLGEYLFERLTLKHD
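Probe: 1-aminoanthracene (50% saturated, PBS). Protein: horse-spleen apoferritin, 10 uM. Incubation: 10 min, room temperature. Detection: 380 nm excitation, 535 nm emission. Analysis: normalized response, four-parameter Hill.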
LDHA inh = inhibitors of human lactate dehydrogenase A; P00338; hit rate 0.15% among 480,000; activity change, % (values are at about 110 or 230 µM); purified LDHA, NADH/diaphorase-resazurin fluorescence; stronger effect = lower value; in the data active = activity change below about -30%; inconclusive = mostly about -25% to -30%;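 note: plate controls were DMSO wells for no effect and wells without enzyme for full effect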
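Remaining NADH was detected by diaphorase (0.133 mg/mL) converting 37 µM resazurin to fluorescent resorufin, read at 0 and 20 minutes. The preceding 5-minute room-temperature reaction used 2 nM LDHA, 0.2 mM sodium pyruvate and 0.06 mM NADH at pH 7.4.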
POLH inh = inhibitors of human DNA polymerase eta; Q9Y253; recombinant Pol eta, fluorescent DNA replication assay; Potency, µM (titrated, usually from 114 µM), for inactives: at the top dose activity change, negative = inhibition, usual class: inhibitors; hit rate 1.2% among 390,000; note: potency is the fitted concentration of half-maximal effect; % is set by controls: 0 for no effect and ±100 for the full control effect
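Fluorescent replication assay: 50 nM final substrate added after a 15 min room-temperature compound preincubation with 10 nM enzyme. Signal taken at 0 min and again at 10 min.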
ERG Ets-DNA blk = inhibitors of human ERG Ets domain-DNA interaction. Potency, µM (highest dose often 76.9 µM), for inactives: top-dose FP activity, negative = inhibition, actives largely listed as inhibitors. fluorescence polarization, His-ERG Ets domain / labelled DNA. AID 624246. hit rate 0.028% among 370,000. P11308; active = well fitted inhibition curve with a large enough effect in the polarisation, with a control signal flat; inconclusive = small, poorly fitted or top-dose-only effect, or effect the other way, or a change in a side signal; inactive = no such curve, though single readings can be large or run the other way; the % refers to the polarisation;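 note: polarization taken with two DNA probes labelled with fluorescein and Texas red; potency is the fitted concentration of half-maximal effect; % of control where 0% means no effect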
Target sequence (P11308 whole entry, looked up, the tested form may be a part): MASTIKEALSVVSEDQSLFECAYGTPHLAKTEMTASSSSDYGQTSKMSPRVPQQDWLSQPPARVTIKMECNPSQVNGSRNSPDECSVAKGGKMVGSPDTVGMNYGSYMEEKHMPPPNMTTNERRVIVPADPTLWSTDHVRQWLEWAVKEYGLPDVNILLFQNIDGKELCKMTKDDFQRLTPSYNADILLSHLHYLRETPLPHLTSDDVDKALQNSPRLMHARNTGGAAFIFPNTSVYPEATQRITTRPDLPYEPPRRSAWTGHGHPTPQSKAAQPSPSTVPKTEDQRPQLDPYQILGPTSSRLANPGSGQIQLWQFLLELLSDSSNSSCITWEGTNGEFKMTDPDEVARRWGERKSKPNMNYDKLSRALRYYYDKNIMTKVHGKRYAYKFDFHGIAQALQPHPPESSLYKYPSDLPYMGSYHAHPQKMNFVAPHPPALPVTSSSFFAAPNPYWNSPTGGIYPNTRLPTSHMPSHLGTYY
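His-tagged ERG Ets domain (1 uM in the protein solution; 300mM KCl, 50mM Tris-HCl, 1mM EDTA, 1mM DTT, pH 7.5) received compound, then a probe mix of 5 nM fluorescein-DNA and 100nM Texas-615-DNA. Fluorescence polarization was read for both dyes.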
Pol beta inh = DNA polymerase beta (human) inhibition; hit rate 1.3% among 340,000; P06746; Potency, µM (series often up to 114 µM), inactives show at the top dose activity change, negative = inhibition, most hits filed as inhibitors; AID 485314; Pol beta primer extension/strand displacement, fluorescence kinetic; note: potency is the fitted concentration of half-maximal effect; % is set by controls: 0 for no effect and ±100 for the full control effect
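Kinetic readout of DNA synthesis with strand displacement by Pol beta. Compound and 10 nM enzyme sit 15 min at room temperature; 50 nM substrate starts the reaction, read immediately and at 10 min.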
Pol kappa inh = blocks human DNA polymerase kappa activity; Q9UBT6; purified Pol kappa, fluorescent DNA synthesis assay, 10 min; Potency, µM (titrated, usually from 107 µM), for inactives: top-dose activity, negative = inhibition, actives largely listed as inhibitors; hit rate 0.53% among 400,000; AID 588579; note: potency is the fitted concentration of half-maximal effect; % is set by controls: 0 for no effect and ±100 for the full control effect
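Readout: fluorescence, taken kinetically at 0 and 10 min. Conditions: 10 nM Pol kappa, 15 min RT compound preincubation, 50 nM substrate final. Controls: enzyme-free buffer wells.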
RGS4 inh = human RGS4 inhibition; P49798; Transcreener GDP fluorescence polarization, RGS4-accelerated GTP hydrolysis; Potency, µM (series often up to 114 µM), inactives show at the highest dose activity change, negative = inhibition, most hits filed as inhibitors; hit rate 0.039% among 390,000; note: potency is the fitted concentration of half-maximal effect; % is set by controls: 0 for no effect and ±100 for the full control effect; nearly all actives have a fitted effect of over 75% in size; some results filed as inactive show a strong effect at the top dose
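MLSMR compounds (23 nl, pin-transferred) preincubated 10 min at room temperature with a 500nM (2x) first reagent, then RGS4 at 900nM (2x) plus Transcreener GDP mix added; fluorescence polarization (620/688 nm) read before and after 90 min at 30 °C.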
ALOX12 inh = blocks human arachidonate 12S-lipoxygenase; P18054; purified 12hLO, xylenol orange hydroperoxide absorbance; Potency, µM (series often up to 108 µM), without a hit: at the top dose activity change, negative = inhibition, most hits filed as inhibitors; hit rate 1.1% among 580,000; AID 1671190; note: potency is the fitted concentration of half-maximal effect; % is set by controls: 0 for no effect and ±100 for the full control effect
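Purified human 12hLO at 150 nM in 25 mM Hepes, 0.01% Triton X-100, pH 7.0, preincubated 15 min at room temperature with compound. Reaction started with 40 uM arachidonic acid, 30 min at room temperature. Hydroperoxide measured by Fe-xylenol orange, 573/405 nm absorbance ratio.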
* marks the source's active call; other numbers are inactive results; ? = inconclusive; · = not tested or not shown; & = joins results of further samples; [ ] = another dose, or the depositor's remark. Unless noted, calls come from the whole dose curve; as a rule, active = well fitted curve in the direction sought with a large enough effect; inconclusive = small, poorly fitted or top-dose-only effect, or another doubt; inactive = no such curve, though single readings can be large; an effect the other way counts as inactive or inconclusive. These rows are one share of the data; count on the stated rates, not on these rows.

Each structure is followed by: APEX1 inh, Apoferritin bind, LDHA inh, POLH inh, ERG Ets-DNA blk, Pol beta inh, Pol kappa inh, RGS4 inh, ALOX12 inh
> Cc1ccc(Sc2cncc3sc(C(N)=O)cc23)cc1
    -6%, -11%, ·, ·, ·, ·, 17%[60.1 µM], ·, 4%
> Cc1ccc(C)c(CN2C(=O)c3ccccc3Sc3ccc(C(=O)NCc4cccs4)cc32)c1
    ·, -1%, -1, -7%, -3%, 9%, -11%[60.1 µM], 5%, -34%
> O=c1oc(-c2ccc(Br)o2)nc2ccccc12
    4%, -1%, -6, -3%, -1%, ?, -12%, -9%, -3%
> CN(CCOc1ccc(Cl)cc1)c1ccc(S(=O)(=O)N2CCCCC2)cn1
    6%, 121%[activator], 4&-1, -19%, 1%, 3%, -11%, -5%, ?
> Cc1cc2c(NCC(C)O)ncnc2s1 (centres undefined)
    ·, ·, -3, -23%, 1%, ·, -4%, -26%, 0%[57.4 µM]
> COc1ccc(C(=O)NC(=S)NC2CCCCC2)cc1
    12%, -16%, 0, -20%, -1%, 4%, -1%, ?, ·
> Cc1ccc2nc(SCC(=O)Nc3cc(C)on3)[nH]c2c1
    -2%, 1%, -3, -6%, 1%, 1%, -7%, -44%, 13%
> Cc1cc(C)nc(N2CCCC(C(=O)Nc3nnc(C(C)(C)C)s3)C2)n1 (centres undefined)
    5%, -7%, -3, -6%, 7%, -4%, -6%, 8%[56.9 µM], -15%
> COC(=O)c1cn[nH]c1NC(=S)Nc1ccccc1C
    -3%, -5%, -9, -5%, 1%, 43%, -5%, -9%, ?
> CN1OC[C@@H]2CN(Cc3cc(Cl)cc(Cl)c3)[C@H](c3cccc(-c4ccccc4)c3)C[C@@H]21
    ·, ·, -6, -8%, -2%, ·, -13%, 12%, -14%
> Cc1ccc(C)c(NC(=O)c2ccc(S(=O)(=O)N(C)CC3CCCO3)cc2)c1 (centres undefined)
    ·, ·, -7, -15%, 4%, ·, -7%, 1%, 35%[activator]
> Cc1ccc(C(NC(=O)N2CCCC2)C(Cl)Cl)cc1F (centres undefined)
    ?, ?, -3, -13%, 3%, 13%, -4%, -6%, -29%
> CCc1ccccc1NC(=O)c1cc(S(=O)(=O)N2CCC(C)CC2)cn1C
    ·, -18%, 3, -21%, 1%, 33%, -6%[60.1 µM], -2%, -18%
> COc1cc2ncnc(NCc3ccccc3Cl)c2cc1OC
    -2%, -13%, -1, -1%, 7%, -20%, -1%, 4%, -20%
> C=CCNc1ccc(N2C(=O)C3CCC(C)CC3C2=O)cc1[N+](=O)[O-] (centres undefined)
    -3%, ?, ·, ·, ·, -8%, ·, ·, ?
> O=C(COc1ncnc2sccc12)N1CCN(C(=O)c2ccco2)CC1
    ?, -5%, -3, ?, 7%, 40µM*, ?, -38%, -5%
> CC(C)c1ccc(NC(=O)COC(=O)/C=C/c2cccc(Br)c2)cc1
    -8%, -2%, -12, -7%, 8%, -13%[57.1 µM], -11%, -15%, -2%
> CCOc1cc(CNCCO)cc(Br)c1OCc1ccc(Cl)cc1Cl
    3%, ?, 5, -25%, 7%, ?, -5%, 13%, 4%
> O=C(COc1ccc(F)cc1)Nc1ccc2nc(SCc3ccccc3)sc2c1
    ·, 2%, -7, -17%, -8%, 0%, -9%, -13%, -8%
> CCOC(=O)c1cc(-c2ccccc2)n(CCC(=O)NCCc2ccccc2)c1C
    ·, -1%, 3, -15%, 2%, -25%, -11%[60.1 µM], -14%, -14%
> CCc1ccccc1NNC(=O)c1cc(C)on1
    0%, 3%, 2, 7%, 0%, 0%, 6%, 10%, ?
> Cc1cc(Cl)cc(Br)c1OCCCNCC(C)O (centres undefined)
    -3%, -11%, -5, -22%, -7%, -1%, -7%, 0%, 11%
> COc1ccc(SCC(Cc2ccccc2)N2CCN(C)CCC2=O)cc1 (centres undefined)
    0%, 0%, ·, ·, ·, ·, -26%, 25%, ·
> CC(=O)Nc1ccc(S(C)(=O)=O)c(C)c1
    -1%, -7%, -2, -4%, 14%, 25%, -2%, 37%, -17%
> CCc1cc(-c2n[nH]c(C)c2-c2nc3ccccc3s2)c(O)cc1OCC(=O)NN
    -4%, -24%, -5, -3%, 1%, -23%, -2%, -8%, 4%
> Cc1ccc2c(c1)C(=O)CCN2
    18%, 100%[activator], -3, -5%, ·, 41%, -3%[60.1 µM], 9%, 2%[57.4 µM]
> CCC1=[N+]([O-])C(C)(/C(C)=N\O)N(O)C1(C)C (centres undefined)
    -5%, -13%, 2, -8%, -4%, 10%, -1%, 6%, -6%
> N/C(=N\OC(=O)Cc1ccc(Cl)cc1)c1ccncc1
    ?, -20%, -1, -16%, 3%, 3%, -4%, -11%, 26%
> COc1ccc(CSc2nncn2C)cc1F
    -2%, -5%, -6, 11%, 16%, 23%, -5%, 28%[11.4 µM], 4%
> CCc1ccccc1NC(=O)NNS(=O)(=O)c1cc(C)ccc1C
    9%, -16%, -1, -21%, 2%, -27%, 1%, 2%, -2%
> COc1cccc(NC(=O)c2cccc3c(=O)c4c([nH]c23)CCCC4)c1
    ·, -7%, -11, -7%, -3%, 9%, -7%, 21%, -11%
> O=S(=O)(c1ccc(Cl)cc1)N1CCN(c2ncnc3sccc23)CC1
    41%[activator], ·, 2, -14%, -5%, ·, -10%, 0%, 2%
> CCOc1cccc(CC(=O)N2CCc3c([nH]c4ccc(OC)cc34)C2c2ccc(F)cc2)c1OCC (centres undefined)
    ·, -11%, -1, -23%, 0%, 3%, -9%, 14%, -8%
> Cc1nn(CC(=O)Nc2cccc(Cl)c2)c(=O)c2cc(-c3ccccc3)nn12
    28%, -2%, -1, -6%, 6%, 2%, 0%, 24%, 9%
> CN(Cc1ccccc1)C(=O)CC(=O)N(C)Cc1ccccc1
    49%[activator], -2%, -6, -6%, 10%, 7%, -4%, 18%, 12%
> CCCOc1ccc(C(=O)NCC(c2ccc(OC)cc2)N2CCCCC2)cc1 (centres undefined)
    ·, -9%, -3, -23%, 1%, -3%, -9%, -5%, -3%
> CCOc1ccccc1N=Cc1c(O)n(C)c(=O)n(C)c1=O
    31%, 0%, -4, -14%, -6%, 0%, -16%, 4%, 11%
> CCc1ccc(NC(=O)c2sccc2-n2cccc2)cc1
    -11%, ?, -2, 3%, 13%, 0%, -9%, -10%, ?
> O=C(CNS(=O)(=O)c1ccc(F)cc1)Nc1ccccc1
    5%, -5%, -2, 1%, -2%, 0%, -18%, 18%, 252%[activator]
> CC(C)C[C@H]1CN=C(Nc2ccccc2)N1CCCCc1ccccc1
    30%, -15%, 1, -19%, -6%, 1%, -6%, 5%, 0%
> CCC(CO)NC(=O)c1ccc(-c2nn(C)c(=O)c3ccccc23)cc1 (centres undefined)
    3%, -7%, 2&0, -5%, 0%, 2%, -10%, -14%, ?
> Cc1nc2cc(C(=O)O)ccc2n1-c1ccc(F)cc1F
    -1%, -7%, -5, -14%, -7%, 1%, -1%, -22%, 0%
> Cc1ccc(SCC(=O)NC2CCS(=O)(=O)C2)cc1C (centres undefined)
    3%, ·, -1, -11%, -22%, ·, -9%, -11%, 9%
> Cc1ccc(NC(=O)CN2CCCN(Cc3ccccc3Cl)S2(=O)=O)c(C)c1
    ·, 1%, 4, -16%, 9%, -1%, -14%, 25%, ?
> CC(/C=C/c1ccco1)=N/NC(=O)Cc1cccs1
    ?, -12%, -1, 18µM*, 1%, 22µM*, ?, ?, 0%
> O=Cc1cc(CCC(=O)O)ccc1O
    -8%, -5%, 1, -12%, -2%, -14%, -14%, 2%, 0%
> Cc1c(O)ccc(C(=O)CN2CCN(c3ccc(F)cc3)CC2)c1O
    23%, 0%, -3, -6%, 4%, -20%, -8%, 14%, ?
> CC(C)S(=O)(=O)c1oc(-c2cccs2)nc1S(=O)(=O)c1ccc(F)cc1
    ·, -10%, -2, -5%, -2%, -1%, -7%, -24%, 1%
> COc1ccccc1N(C(=O)c1ccco1)C(C(=O)NC1CCCC1)c1cccs1 (centres undefined)
    68%[activator], -4%, -3, -15%, 6%, -10%, -22%, -2%, -16%
> COc1ccc(NC(=O)C(=O)NCCc2csc(-c3ccc(Cl)cc3)n2)cc1OC
    ·, 2%, 1, -20%, -6%, 2%, -6%[60.1 µM], -30%, -19%
> O=C(NNC(=O)c1sccc1-n1cccc1)c1cccc(Cl)c1
    6%, 6%, -5, ?, 7%, 6%, -10%, 1%[11.4 µM], 5%
> COc1ccc(N2CCN(c3nc4c(C)cccn4c(=O)c3C=C(C#N)C#N)CC2)cc1
    43%, -5%, -4, -14%, 7%, -28%, -4%, -12%[56.9 µM], -7%
> CCS(=O)(=O)c1ccc(N=Nc2ccc(O)c3ncccc23)c(OC)c1
    9%, -14%, 15, -23%, 7%, -14%, -13%, -33%, ?
> CCn1c(C)c(CCC(=O)O)c(=O)n2nc(-c3ccccc3OC)cc12
    -4%, 3%, 2, -5%, 9%, 13%, 6%, -24%, 0%
